Screening results deposited in PubChem BioAssay by several laboratories.
Platelet DG rel: inhibitors of platelet dense granule secretion, primary screen, cell-based, MLPCN, human platelets; human platelet-rich plasma, SFLLRN dense granule ATP release, luminescence; inhibition, %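 (compounds screened at 7.5 µM in platelet-rich plasma)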; 300,000 tested, 0.22% active;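 active means mean replicate score, as percent of positive control, at or above 50; inconclusive means mean below 50 but at least one replicate at or above 50; inactive means mean and every replicate below 50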
KLF5 inh: KLF5 expression inhibitors, primary screen, DLD-1 cells, luminescence | DLD-1 KLF5 promoter-luciferase reporter | inhibition, % at 5 µM | 290,000 tested, 0.23% active | AID 1700, 2009;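 active means inhibition above a per-plate limit of that plate's mean compound inhibition plus 3 SD, cut at about 60% in these data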;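 further: 0% = DMSO wells and 100% = LY294002 at 200 µM; higher means less KLF5 promoter-driven luciferase light; inactives centre near -14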
AI-2 QS modul: Vibrio harveyi AI-2 quorum sensing modulators, primary screen, JMH597 strain, luminescence/OD600 ratio | Vibrio harveyi JMH597 AI-2 luminescence/OD600 ratio, 9 h; stronger effect = lower value; strain lacks LuxN and CqsS sensors; 0 = neutral-control median | activity change, % at 7.5 µM | 300,000 tested, 0.4% active; in the data active means activity change below about -75%, passing the limit was not always enough; inconclusive means no clear call, values can overlap the other calls;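 further: luminescence divided by OD600 gain over 9 h not by final OD600 alone; inactives centre near 13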
HSF1 inh: HSF1 inhibitors in luciferase reporter cells, primary screen, cell-based, NIH3T3, luminescence; NIH3T3-HGL HSE-luciferase, MG132-induced, luminescence 8 h; stronger effect = lower value; activity change, negative = inhibition, % at 7.5 µM (by protocol); 300,000 tested, 0.77% active; AID 2098, 2009;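 active means more than half of replicate wells show activity change below -50%, luminescence cut by over half; inconclusive means some wells, but at most half, below -50%; inactive means no replicate well below -50%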;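 further: luciferase reports HSF-1 transcriptional activity via heat shock element; 0% = median of DMSO wells and -100% = zero luminescence signal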
HSP90 inh: HSP90 inhibitors, primary screen, cell lysate, luminescence. Heat shock protein HSP 90 (rabbit reticulocyte lysate; luciferase refolding). Rabbit reticulocyte lysate, luciferase refolding luminescence, 3 h. inhibition, % at 5.6 µM. 290,000 tested, 0.91% active;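 active means inhibition above the screen-wide mean plus 3 SD, computed separately per campaign, cut at about 16% in these data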;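 further: 0% = DMSO wells and 100% = 60 µM geldanamycin wells; inhibitors lower the luminescence because luciferase stays unfolded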
aSyn 5UTR inh: MLPCN primary screen, SNCA 5' untranslated region; AID 1813, 2009; 300,000 tested, 0.82% active; alpha-synuclein 5'UTR reporter, inhibitor activity; inhibition, % (tested at 7.5 µM); in the data active means inhibition above about 60%; inconclusive means no clear call, values can overlap the other calls;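 further: H4 neuroglioblastoma cells stably carrying SNCA 5'UTR luciferase fusion; 0% = DMSO wells and 100% = positive control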
IEC-6 tox: cytotoxicity in IEC-6 intestinal epithelial cells, primary screen, cytotoxicity control for KLF5 inhibitor project, cell-based, luminescence; inhibition, % at 5 µM; 290,000 tested, 0.78% active; IEC-6 cytotoxicity, luminescence viability; in the data active means inhibition above about 22%;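 further: 0% = plate median of test compound wells and 100% = cytotoxic reference compound wells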
HIF activator: HIF pathway transcriptional activators, primary screen, cell-based, U2OS HRE-luciferase, luminescence. activation, % at 7.5 µM (by protocol). U2OS HRE-luciferase reporter; normalized: DMSO 0%, desferrioxamine 100%. 300,000 tested, 0.32% active;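 active means mean activation of at least 10% of the iron chelator positive control signal, with at least half of replicates also reaching 10%; inconclusive means mean and replicate majority disagree about reaching 10%; inactive means mean and most replicates under 10%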
HDAC3 inhib: HDAC3 deacetylase inhibitors, primary screen, biochemical, fluorescence, cell-free homogeneous; Histone deacetylase 3 (Homo sapiens), O15379; recombinant HDAC3, fluorogenic peptide/trypsin coupled; inhibition, % at 8.3 µM; 320,000 tested, 0.15% active; AID 2718, 2010; in the data active means inhibition above about 26%, passing the limit was not always enough; inconclusive means no clear call, values can overlap the other calls
Target sequence (O15379 whole entry, looked up): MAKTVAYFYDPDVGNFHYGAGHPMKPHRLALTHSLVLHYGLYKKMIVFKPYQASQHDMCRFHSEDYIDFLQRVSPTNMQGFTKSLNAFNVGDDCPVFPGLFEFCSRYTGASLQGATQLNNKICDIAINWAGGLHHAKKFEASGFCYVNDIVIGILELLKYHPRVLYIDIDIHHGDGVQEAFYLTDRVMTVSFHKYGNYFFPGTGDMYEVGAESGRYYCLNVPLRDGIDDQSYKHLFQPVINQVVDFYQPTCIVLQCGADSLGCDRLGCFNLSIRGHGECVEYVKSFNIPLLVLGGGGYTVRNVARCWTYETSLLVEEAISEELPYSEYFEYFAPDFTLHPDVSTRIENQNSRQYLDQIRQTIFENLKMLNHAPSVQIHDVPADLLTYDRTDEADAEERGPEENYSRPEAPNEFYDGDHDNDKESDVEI
HSF-1 act: HSF-1 activators, primary screen, NIH3T3-HGL cells, MG132 stress, luminescence, single point; NIH3T3-HGL HSF-1 luciferase reporter, 8 h; 100% = twice DMSO control signal; activation, % at 9 µM; 300,000 tested, 1.7% active; AID 504408, 2011;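 active means mean replicate activation of at least 50% with a set share of replicates each reaching 50%; inconclusive means only one of those two conditions met; inactive means mean below 50% and too few replicates reaching it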;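 further: 0% = median of the neutral control wells and 100% = twice that signal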
Numbers without * were called inactive; u = inconclusive; x = no result given. This is a random part of the collection; about 5% have a hit in one of these screens.

Assay codes – A = Platelet DG rel; B = KLF5 inh; C = AI-2 QS modul; D = HSF1 inh; E = HSP90 inh; F = aSyn 5UTR inh; G = IEC-6 tox; H = HIF activator; I = HDAC3 inhib; J = HSF-1 act
Cc1ccccc1C(=O)N=c1sccn1C
  A: 1	B: -12	C: 35	D: -3	E: 6	F: -39	G: 1	H: -24	I: -1	J: -8
COc1ccc(C(CNC(=O)CSc2ccc(Br)cc2C)N2CCOCC2)cc1 (stereo not drawn)
  A: x	B: x	C: -8	D: 5	E: x	F: 2	G: x	H: 0.7	I: -2	J: 14
C#CCOCCOCCOCCNc1nc(N2CCN(C(=O)[C@H]([C@@H](C)CC)n3cc([C@@H](N)CO)nn3)CC2)nc(N2CCN(C(=O)[C@H](Cc3ccc(O)cc3)n3cc([C@@H](N)C(C)CC)nn3)CC2)n1 (stereo partly drawn)
  A: -1	B: -26	C: 4	D: -4	E: 12	F: 10	G: -2	H: -0.4	I: 12	J: -3
CCc1ccccc1NC(=O)Nc1ccc(F)cc1
  A: 3	B: -31	C: 18	D: -1	E: -1	F: -4	G: -3	H: -0.2	I: 8	J: -2
O=C(CCN1Cc2ccccc2C1)c1ccc2c(c1)OCCO2
  A: 4	B: -24	C: 17	D: 27	E: 7	F: -26	G: 3	H: 1.1	I: x	J: 12
Cc1c(NC(=O)c2c(F)cccc2F)c(=O)n(-c2ccccc2)n1C
  A: 15	B: 24	C: 16	D: -10	E: 3	F: 13	G: 7	H: 0.0	I: 5	J: -8
CCOC(=O)C1=C(CS(=O)(=O)c2ccc(Cl)cc2)NC(=O)NC1c1ccc(O)c(OC)c1 (stereo not drawn)
  A: 1	B: -31	C: 17	D: -1	E: -4	F: 1	G: -9	H: 0.3	I: 6	J: 1
COc1ccc(CC(=O)Nc2ccc(-c3nnc(-c4ccccc4)o3)cc2)cc1
  A: x	B: -18	C: x	D: x	E: 1	F: x	G: 0	H: x	I: 4	J: x
COCCNC(=S)N(Cc1cc2cc(C)ccc2n2nnnc12)C1CCCC1
  A: 6	B: -18	C: 3	D: 2	E: 1	F: -12	G: 6	H: 0.7	I: 0	J: 17
CC(=O)N(CN1C(=O)c2ccccc2C1=O)c1ccccc1
  A: 0	B: -10	C: 6	D: -2	E: -1	F: 11	G: -2	H: -0.7	I: 6	J: -21
CC(C)=NOC(=O)c1c(C)noc1-c1snnc1C
  A: -7	B: -14	C: 17	D: 1	E: 0	F: -18	G: 0	H: 60*	I: -3	J: 14
Cc1ccnc(NS(=O)(=O)c2ccc(NC(=O)CCS(=O)(=O)c3ccccc3)cc2)n1
  A: -5	B: -22	C: 7	D: -8	E: -1	F: -17	G: 2	H: 0.3	I: 4	J: 14
COC(=O)c1c(NC(=O)C(=O)NCCCN2CCOCC2)sc2c1CC(C)(C)OC2
  A: 14	B: -9	C: 9	D: -8	E: 4	F: -5	G: 3	H: 0.2	I: 0	J: -3
CCCN1CC23C=CC(O2)C(C(=O)O)C3C1=O (stereo not drawn)
  A: 5	B: 2	C: 15	D: -4	E: -1	F: -4	G: 1	H: -0.1	I: 4	J: -5
Cn1cccc1C(=O)NC(=O)COC(=O)CNC(=O)CNC(=O)c1ccc(Cl)cc1Cl
  A: -3	B: 6	C: 12	D: -9	E: 0	F: 5	G: -4	H: -0.6	I: 0	J: 0
CCOC(=O)N1CCC(N(CCN(C)C)C(=S)Nc2ccc(Oc3ccccc3)cc2)CC1
  A: -2	B: 4	C: 18	D: -5	E: -2	F: -6	G: -2	H: -0.2	I: x	J: -2
Cn1c2ccc(Br)cc2c2nnc(SCC(=O)O)nc21
  A: -5	B: 44	C: 14	D: -5	E: 1	F: 62*	G: 6	H: -44	I: 3	J: 21
O=C(CCNc1n[nH]c(=O)[nH]c1=O)N/N=C\c1ccc(Br)cc1
  A: 0	B: -8	C: 6	D: 0	E: -2	F: -19	G: 3	H: -0.4	I: 2	J: -8
CC1CC(=O)N(c2ccc(NCc3ccc(Cl)cc3)c([N+](=O)[O-])c2)C1=O (stereo not drawn)
  A: -4	B: -45	C: 18	D: 14	E: 0	F: 31	G: -2	H: 0.5	I: 18	J: 6
COc1cccc(OCC(=O)Nc2cc(NC(=O)COc3cccc(OC)c3)cc(C(=O)O)c2)c1
  A: 4	B: -3	C: -6	D: -3	E: 3	F: -11	G: -4	H: -0.7	I: 9	J: -16
CCOC(=O)Cc1csc(-n2sc3ccccc3c2=O)n1
  A: -5	B: 7	C: 21	D: -10	E: 0	F: -89	G: -1	H: 0.1	I: 5	J: -5
COC(=O)c1ccccc1N=Nc1c(N)[nH][nH]c1=O
  A: -1	B: 18	C: -2	D: 10	E: 6	F: 17	G: 0	H: 0.3	I: 2	J: 16
CCCS(=O)(=O)c1nc(S(=O)(=O)c2ccc(C)cc2)c(NCc2ccco2)s1
  A: -6	B: -10	C: 17	D: 3	E: 2	F: -15	G: 1	H: -0.4	I: 1	J: 25
Cc1ccc(S(=O)(=O)Nc2n[nH]nc2C(=O)NC2CCCCC2)cc1
  A: -14	B: -21	C: 10	D: x	E: 0	F: 22	G: -3	H: -0.1	I: 5	J: x
Cc1ccc(C)c(Nc2nc(N)c3ccccc3n2)c1
  A: 14	B: -99	C: 33	D: -15	E: 17*	F: -157	G: 4	H: 1.7	I: 4	J: -26

A portion of the results above:
Assay codes – A = Platelet DG rel; B = KLF5 inh; C = AI-2 QS modul; D = HSF1 inh; E = HSP90 inh; F = aSyn 5UTR inh; G = IEC-6 tox; H = HIF activator; I = HDAC3 inhib; J = HSF-1 act
Cc1ccccc1C(=O)N=c1sccn1C
  A: 1	B: -12	C: 35	D: -3	E: 6	F: -39	G: 1	H: -24	I: -1	J: -8
COc1ccc(C(CNC(=O)CSc2ccc(Br)cc2C)N2CCOCC2)cc1 (stereo not drawn)
  A: x	B: x	C: -8	D: 5	E: x	F: 2	G: x	H: 0.7	I: -2	J: 14
C#CCOCCOCCOCCNc1nc(N2CCN(C(=O)[C@H]([C@@H](C)CC)n3cc([C@@H](N)CO)nn3)CC2)nc(N2CCN(C(=O)[C@H](Cc3ccc(O)cc3)n3cc([C@@H](N)C(C)CC)nn3)CC2)n1 (stereo partly drawn)
  A: -1	B: -26	C: 4	D: -4	E: 12	F: 10	G: -2	H: -0.4	I: 12	J: -3
CCc1ccccc1NC(=O)Nc1ccc(F)cc1
  A: 3	B: -31	C: 18	D: -1	E: -1	F: -4	G: -3	H: -0.2	I: 8	J: -2

(listing goes on)
Assay codes – A = Platelet DG rel; B = KLF5 inh; C = AI-2 QS modul; D = HSF1 inh; E = HSP90 inh; F = aSyn 5UTR inh; G = IEC-6 tox; H = HIF activator; I = HDAC3 inhib; J = HSF-1 act
COc1cc2c(cc1OC)C(c1ccc(N(C)C)cc1)CC(=O)N2 (stereo not drawn)
  A: 4	B: -7	C: 11	D: 3	E: -2	F: 13	G: 0	H: 0.0	I: 2	J: -4
CCn1c(O)c(C=NCc2ccccc2)sc1=S
  A: -3	B: -21	C: -8	D: -1	E: -1	F: -19	G: 5	H: 0.1	I: 4	J: 23
O=C(Cc1c(Cl)cccc1Cl)Nc1ccc(S(=O)(=O)Nc2ncccn2)cc1
  A: -2	B: -10	C: 15	D: -5	E: -1	F: 19	G: 0	H: -4.9	I: -1	J: 11
Cc1ccc2nc(NCCCNC(=O)c3cnccn3)c(C#N)cc2c1
  A: 1	B: -4	C: 22	D: -8	E: 0	F: 1	G: 1	H: -0.2	I: -31	J: 30
CC(C)(C)C(=O)Nc1nc2c(s1)COc1ccccc1-2
  A: -2	B: -40	C: 19	D: 2	E: 1	F: -48	G: -3	H: 2.0	I: 6	J: 9
O=C1Nc2cc(C(=O)N3CCC(N4CCCCC4)CC3)ccc2S/C1=C\c1ccccc1
  A: -15	B: -27	C: 3	D: 0	E: -1	F: -42	G: -13	H: 2.7	I: 11	J: 2
O=C(Cc1ccccc1)Nc1nc(-c2ccc(F)c(F)c2)cs1
  A: 14	B: -24	C: 6	D: 10	E: -1	F: -56	G: 1	H: 0.3	I: 5	J: 17
CC(=O)c1cccc(NC(=O)c2ccc3c(c2)OCO3)c1
  A: 9	B: -49	C: 10	D: 12	E: 0	F: -128	G: 1	H: 2.3	I: 3	J: 13
Fc1ccc(-c2nc(-c3cnccn3)no2)c(Cl)c1
  A: 15	B: -118	C: 28	D: 36	E: 5	F: 14	G: 5	H: -0.3	I: x	J: u
COc1ccc(/C=C2\SC(=S)N(CC(=O)N3CCN(C)CC3)C2=O)cc1
  A: 4	B: 3	C: 5	D: -2	E: 5	F: -16	G: 12	H: 0.1	I: -1	J: 20
CS(=O)(=O)N(CC(=O)N1CCN(c2ccc(F)cc2)CC1)c1cccc(Cl)c1
  A: 3	B: -31	C: 18	D: 0	E: -1	F: 10	G: 0	H: 0.6	I: -3	J: 4
COc1ccc(C(CNC(=O)c2cccc(NS(=O)(=O)c3ccc(C)c(F)c3)c2)N2CCOCC2)cc1 (stereo not drawn)
  A: 0	B: x	C: 23	D: 7	E: x	F: 7	G: x	H: -0.2	I: -2	J: 5
O=C(/C=C/c1ccccc1)N1CCOCC1
  A: 3	B: 0	C: 17	D: -1	E: -5	F: -31	G: 5	H: 1.4	I: 1	J: -23
O=C1C2C3C=CC(C3)C2C(=O)N1CCCCN1C(=O)C2C3C=CC(C3)C2C1=O (stereo not drawn)
  A: 0	B: -9	C: 25	D: -2	E: -3	F: 8	G: 4	H: 0.0	I: -10	J: -1
Cc1[nH]nc2c1C(c1cccnc1)N(c1ccc(Br)cc1)C2=O (stereo not drawn)
  A: 4	B: -11	C: 1	D: 1	E: 0	F: 8	G: -7	H: -0.1	I: 2	J: 6
Nc1ccc(C(=O)Oc2ccc([N+](=O)[O-])cc2)c(O)c1
  A: 0	B: -23	C: 15	D: -1	E: 1	F: 2	G: 0	H: -1.4	I: 5	J: 38
Cc1ccc(C(=O)NCc2nnc(SCC(=O)NC(C)c3ccccc3)n2C)cc1 (stereo not drawn)
  A: 0	B: -17	C: 19	D: 1	E: 2	F: -4	G: 5	H: 0.2	I: 7	J: 3
Fc1ccc2nc3[nH]c4ccccc4c3nc2c1
  A: -4	B: -151	C: 8	D: 27	E: 0	F: -161	G: 8	H: 3.4	I: -3	J: 20
Cc1c(C(=O)Nc2ccc(F)c(F)c2)oc2ccc(S(=O)(=O)N3CCCCC3)cc12
  A: -12	B: -18	C: 5	D: -2	E: 1	F: 14	G: -2	H: 2.1	I: -18	J: 2

aSyn 5UTR inh: entries above that show a hit.
Molecule	Platelet DG rel	KLF5 inh	AI-2 QS modul	HSF1 inh	HSP90 inh	aSyn 5UTR inh	HDAC3 inhib	HSF-1 act
Cn1c2ccc(Br)cc2c2nnc(SCC(=O)O)nc21	-5	44	14	-5	1	62*	3	21
